Source: PubChem BioAssay
NADH enzymes = inhibitors of PK/LDH coupling enzymes, profiling panel, artefact control, biochemical, MLSMR library. coupled PK/LDH NADH assays, four targets. IC50, µM (titrated, usually from 10 µM), for the others: at the top dose inhibition. 65,000 compounds, 0.02% hits;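 active = single-dose screening hits from any of four coupled enzyme assays that gave an IC50 when retested across doses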;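 also: the DPM-DC format reads NADH fluorescence rather than 340 nm absorbance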
M1 antag = antagonists of rat M1 muscarinic receptor; Muscarinic acetylcholine receptor M1 (Rattus norvegicus), P08482; CHO-M1 cells, Fluo-4 calcium, ACh EC80 antagonist mode; hits give low values; B-score at 10 µM; 64,000 compounds, 3.4% hits;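 active = calcium fluorescence response, raw or row-and-column corrected B-score, differing from the plate sample mean either way at a set confidence level, mostly lower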
M1 ag = M1 muscarinic receptor agonists, primary screen, CHO-M1 cells, Fluo-4 calcium, agonist mode. B-score at 10 µM. Fluo-4 calcium fluorescence; hits give high values. Muscarinic acetylcholine receptor M1. 64,000 compounds, 3% hits;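 active = fluorescence rise, raw or as B-score row- and column-corrected plate score, outside the 99.7% band of its plate's samples, either direction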
Ec RNAP inh = E. coli RNAP inhibitors, biochemical | E. coli RNA polymerase, fluorescence transcription assay | inhibition, %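 (tested at 10 µM)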 | 62,000 compounds, 0.2% hits; in the data active = inhibition above about 20%;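 also: 0% = enzyme without compound and 100% = no enzyme blank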
Target sequence (P0A8V2 whole entry, looked up): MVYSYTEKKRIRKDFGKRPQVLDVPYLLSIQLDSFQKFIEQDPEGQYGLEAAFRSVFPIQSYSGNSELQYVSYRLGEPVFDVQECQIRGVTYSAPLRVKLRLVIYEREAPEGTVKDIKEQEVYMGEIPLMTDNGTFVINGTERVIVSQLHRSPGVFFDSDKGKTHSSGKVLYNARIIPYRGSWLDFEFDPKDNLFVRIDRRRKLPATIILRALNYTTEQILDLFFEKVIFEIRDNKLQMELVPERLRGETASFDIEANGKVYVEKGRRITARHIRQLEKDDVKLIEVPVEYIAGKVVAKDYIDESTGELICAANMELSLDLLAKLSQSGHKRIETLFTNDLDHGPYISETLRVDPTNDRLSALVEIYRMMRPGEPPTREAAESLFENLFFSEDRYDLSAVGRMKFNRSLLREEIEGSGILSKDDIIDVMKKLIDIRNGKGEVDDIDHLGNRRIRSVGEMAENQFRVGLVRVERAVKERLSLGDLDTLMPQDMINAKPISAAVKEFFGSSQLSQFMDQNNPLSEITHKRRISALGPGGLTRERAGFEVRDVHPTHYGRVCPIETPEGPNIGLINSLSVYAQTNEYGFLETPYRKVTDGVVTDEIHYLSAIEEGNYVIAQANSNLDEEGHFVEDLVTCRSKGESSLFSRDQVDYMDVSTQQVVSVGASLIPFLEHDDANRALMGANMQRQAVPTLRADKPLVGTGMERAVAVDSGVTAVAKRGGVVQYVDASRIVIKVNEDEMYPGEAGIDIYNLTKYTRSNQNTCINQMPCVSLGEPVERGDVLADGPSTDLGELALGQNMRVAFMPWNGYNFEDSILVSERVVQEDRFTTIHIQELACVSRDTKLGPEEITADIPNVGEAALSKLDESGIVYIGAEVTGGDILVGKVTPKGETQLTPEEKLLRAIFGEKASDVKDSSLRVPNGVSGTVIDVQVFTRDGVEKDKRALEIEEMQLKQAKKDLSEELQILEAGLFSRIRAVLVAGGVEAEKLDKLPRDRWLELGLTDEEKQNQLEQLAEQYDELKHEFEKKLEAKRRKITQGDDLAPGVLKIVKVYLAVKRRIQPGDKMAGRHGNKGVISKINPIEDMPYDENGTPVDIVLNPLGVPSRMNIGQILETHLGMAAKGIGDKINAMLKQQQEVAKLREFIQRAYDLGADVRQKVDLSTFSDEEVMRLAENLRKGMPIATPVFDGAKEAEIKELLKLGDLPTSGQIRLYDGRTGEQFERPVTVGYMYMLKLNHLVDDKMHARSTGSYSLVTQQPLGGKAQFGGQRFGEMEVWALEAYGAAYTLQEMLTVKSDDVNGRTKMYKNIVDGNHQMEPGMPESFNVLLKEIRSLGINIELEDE
Ecoli tolC = growth inhibitors of E. coli tolC mutant, primary screen, strain BW25113 ΔtolC::kan, 384-well; OD615; growth inhibition, % at 10 µM (by protocol); 65,000 compounds, 2.2% hits;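 active = growth inhibition at or above a cutoff equal to the mean over every tested compound plus 3 SD, cut at about 60% in these data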;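 also: growth measured after 20 h incubation at 37 °C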
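Test system: E. coli BW25113 ΔtolC::kan bacteria; incubation: 37 °C, 20 h exposure; medium: LB broth supplemented with 50 µg/mL kanamycin; read-out basis: percent growth inhibition; signal: A615 absorbance measurement; compound: 10 µM final, single dose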
TNAP act DEA = human TNAP enzyme activators, primary screen, biochemical, luminescent, intermediate phosphate acceptor level. purified TNAP, CDP-star luminescence, 100 mM DEA, 30 min; hits give high values; scale: 0 levamisole-inhibited, 1 vehicle-only enzyme. activation factor at 20 µM. 64,000 tested, under 10 active;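 active = activation factor of at least 2 at 20 µM, relative to controls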
RORA act = activators of orphan receptor RORA, primary screen, cell-based, luminescence; Nuclear receptor ROR-alpha (Homo sapiens), P35398; CHO-K1 Gal4-RORA LBD luciferase reporter; percent increase over mock-subtracted basal signal; activation, % at 10 µM; 65,000 compounds, 1.5% hits; AID 560, 2006;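 active = activation above the mean of all tested compounds plus 3 SD, cut at about 49% in these data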;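 also: 0% = DMSO-treated RORA cells and 100% = added signal equal to DMSO minus mock-transfected cells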
SF-1 act = activators of human SF-1, primary screen, cell-based, CHO-K1, Gal4-SF-1 LBD, luciferase luminescence. activation, % at 10 µM. 65,000 compounds, 1.9% hits. CHO-K1 Gal4-SF-1 LBD luciferase reporter; % increase over DMSO SF-1-specific signal. Steroidogenic factor 1 (Homo sapiens), Q13285;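 active = activation above the mean activation of all tested compounds plus 3 SD, cut at about 50% in these data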
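Test system: transient Gal4-SF-1 LBD reporter, CHO-K1; Amount: 4,000 CHO-K1 cells per well; Doses: 10 µM only; Timing: compound exposure 20 h at 37 °C; Signal: luciferase light emission; Read-out basis: percent activation relative to DMSO median and mock-transfected background; Control set: DMSO negative control and −SF1 background wells; Replicates: one test per compound.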
Fluor 339 460 = intrinsic fluorescence of library compounds, ex339/em460 – biochemical, MLSMR library, data from DPM-DC assay, artefact control, profiling panel; compound autofluorescence, ex339/em460 nm, NADH buffer; hits give high values; 1 = no-compound wells, NADH background; fluorescence fold increase at 10 µM; 65,000 compounds, 5.5% hits;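 active = at 10 µM, mean starting fluorescence two-fold or more over control wells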;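 also: signal is the first read of a kinetic run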
* = called active by the depositor; x = not tested or not shown; [ ] = remark or other dose.

#1 Cc1onc(-c2c(F)cccc2Cl)c1C(=O)NC1=NCCS1
#2 CN(Cc1ccccc1)C(=O)CSc1nnc(-c2ccco2)n1-c1ccccc1
#3 CNC(=O)NC(=O)CSc1cccc(C(F)(F)F)c1
#4 COCC(C)NS(=O)(=O)c1ccc(OC)cc1 (stereo not drawn)
#5 O=C(CN1CCOCC1)Nc1ccc(OCc2ccccc2)cc1
#6 CCc1cc(=O)oc2cc(OC(C)=O)cc(OC(C)=O)c12
#7 Cc1ccc(-c2noc(CCC(=O)NCCN3CCc4ccccc4C3)n2)cc1
#8 Fc1ccc(C(c2nnnn2Cc2ccccc2)N2CCSCC2)cc1 (stereo not drawn)
#9 CCCCN(C)CCNC(=O)c1ccc2c(c1)NC(=O)C(N1CCCCC1)S2 (stereo not drawn)
#10 COC(=O)n1c(=O)oc2cc(S(=O)(=O)N3CCOCC3)ccc21
Compound	1	2	3	4	5	6	7	8	9	10
NADH enzymes	5%	1%	6%	2%	6%	2%[fluoresces]	8%	1%	6%	7%
M1 antag	-0.64	0.99	0.48	0.011	0.61	0.62	-1.3	-0.21	-0.77	x
M1 ag	1.3	0.35	0.1	0.35	-0.29	0.59	-0.9	0.8	-0.087	x
Ec RNAP inh	3	2	2	7	8	-121	7	9	-4	2
Ecoli tolC	0	-3	-14	-28	8	39	11	44	-4	-12
TNAP act DEA	0.9	1	0.9	0.9	0.9	0.9	1	0.9	1	0.9
RORA act	-16	3	-6	5	5	-3	-21	-17	0	9
SF-1 act	1	-16	-6	-13	11	-4	-6	-5	0	-13
Fluor 339 460	1.1	1.1	1.1	1.1	0.99	2.4*	1.1	1.1	1.1	1.1

#11 CCCOc1ccc(N2C(=O)CC(N3CCN(C(=O)c4ccco4)CC3)C2=O)cc1 (stereo not drawn)
#12 O=C(c1ccc2c(c1)OCO2)N1CCNc2ccccc2C1
#13 CCCCNC(=O)CSc1nc2cc3c(cc2c(=O)n1CCCN(CC)CC)OCO3
#14 Cc1ccc(-c2nnc3n2N=C(c2ccccc2)CS3)cc1
#15 Oc1ccccc1-c1cc(C(F)(F)F)[nH]n1
#16 OC1(c2ccc(Br)cc2)CCNCC1
#17 C=CCn1c(SCC(=O)N2CCCC2)nc2cc(C(=O)NCC3CCCO3)ccc2c1=O (stereo not drawn)
#18 Nc1nc(-c2c[nH]c3ccccc23)cs1
#19 CN(C)CCNC(=O)Cn1nc(C(F)F)cc1C1CC1
#20 O=C(OC(C(=O)NCc1cccs1)c1ccccc1Cl)c1ccco1 (stereo not drawn)
Compound	11	12	13	14	15	16	17	18	19	20
NADH enzymes	3%	2%	7%	8%	7%	4%	10%	2%	3%	8%
M1 antag	0.13	0.1	-0.18	0.41	1.1	0.051	-0.2	0.55	0.33	-0.32
M1 ag	0.02	1.4	0.55	0.4	0.97	-0.0016	1.4	0.0049	0.41	0.9
Ec RNAP inh	-7	8	-3	2	11	5	2	0	2	11
Ecoli tolC	-34	-14	-11	8	45	-20	-10	6	-7	24
TNAP act DEA	0.9	1	1	0.9	0.9	0.9	1	1	0.9	0.9
RORA act	-17	-6	13	-8	-18	-24	-19	5	-9	-2
SF-1 act	-10	-1	13	-11	-11	16	10	19	-6	-10
Fluor 339 460	1.1	1.1	1.1	1	1.2	1.1	0.99	1.2	1.1	1

Compound profiles, as listed above:
`CCCOc1ccc(N2C(=O)CC(N3CCN(C(=O)c4ccco4)CC3)C2=O)cc1` (stereo not drawn) is entered as NADH enzymes: 3%; M1 antag: 0.13; M1 ag: 0.02; Ec RNAP inh: -7; Ecoli tolC: -34; TNAP act DEA: 0.9; RORA act: -17; SF-1 act: -10; Fluor 339 460: 1.1
`CN(C)CCNC(=O)Cn1nc(C(F)F)cc1C1CC1` is entered as NADH enzymes: 3%; M1 antag: 0.33; M1 ag: 0.41; Ec RNAP inh: 2; Ecoli tolC: -7; TNAP act DEA: 0.9; RORA act: -9; SF-1 act: -6; Fluor 339 460: 1.1

The listing picks up, starting four compounds before the break.
#17 C=CCn1c(SCC(=O)N2CCCC2)nc2cc(C(=O)NCC3CCCO3)ccc2c1=O (stereo not drawn)
#18 Nc1nc(-c2c[nH]c3ccccc23)cs1
#19 CN(C)CCNC(=O)Cn1nc(C(F)F)cc1C1CC1
#20 O=C(OC(C(=O)NCc1cccs1)c1ccccc1Cl)c1ccco1 (stereo not drawn)
#21 Cc1cc(=O)oc2cc(OC(C)C(=O)Nc3nccs3)ccc12 (stereo not drawn)
#22 CCCCOC(=O)Nc1ccc(S(=O)(=O)Nn2cnnc2)cc1
#23 O=C(NCCc1ccccn1)C1CC(=O)N(Cc2ccccc2Cl)C1 (stereo not drawn)
#24 Cc1ccc2cc(C#N)c(NCCCNC(=O)C3CCCO3)nc2c1 (stereo not drawn)
#25 CCNC(=O)Cc1ccc(NS(=O)(=O)c2ccc(F)cc2)cc1
#26 CCOc1ccc(C(=O)NCCCn2ccnc2)cc1
#27 COc1ccc(OC)c(NC(=O)C2CC(=O)N(c3ccc(Br)cc3)C2)c1 (stereo not drawn)
#28 O=S(=O)(c1ccc(OCC(O)CN2CCc3ccccc3C2)cc1)N1CCOCC1 (stereo not drawn)
#29 O=C(CC1Nc2ccccc2NC1=O)Nc1ccccc1 (stereo not drawn)
#30 Cn1c(=O)c2c(nc(SCCN3CCCCC3)n2Cc2ccccc2)n(C)c1=O
Compound	17	18	19	20	21	22	23	24	25	26	27	28	29	30
NADH enzymes	10%	2%	3%	8%	10%	3%	14%	2%[fluoresces]	0%	8%	4%	3%	3%	3%
M1 antag	-0.2	0.55	0.33	-0.32	-0.8	0.11	-0.18	0.64	0.15	0.24	0.47	-3.7*	0.45	-4.7*
M1 ag	1.4	0.0049	0.41	0.9	-0.78	-0.57	0.11	1.3	-0.29	-0.15	1.4	0.62	3.5*	-1.1
Ec RNAP inh	2	0	2	11	3	x	10	3	0	15	8	7	2	1
Ecoli tolC	-10	6	-7	24	4	-15	-5	9	0	-14	5	-1	9	-8
TNAP act DEA	1	1	0.9	0.9	1	1	1	0.9	0.9	0.8	0.9	0.9	0.9	1
RORA act	-19	5	-9	-2	-1	3	2	-6	-9	3	-24	9	-3	-6
SF-1 act	10	19	-6	-10	18	16	-6	4	-10	1	-10	-2	25	-5
Fluor 339 460	0.99	1.2	1.1	1	1.7	1	0.85	2.9*	1.1	1.1	0.84	1.1	1.9	1.1

#31 CN(c1ccc(C(=O)NCc2cccnc2)cc1)S(C)(=O)=O
#32 CC1Cc2ccccc2N1C(=O)CN1C(=O)NC(C)(c2ccc3c(c2)OCCO3)C1=O (stereo not drawn)
#33 O=c1cc(CN2CCc3ccccc32)nc2sccn12
#34 CN(C)c1nc(Oc2ccc(=O)[nH]n2)nc(N2CCCCC2)n1
#35 Cc1cccc(N(C(=O)Nc2ccccc2)C2=NCC(C)S2)c1 (stereo not drawn)
#36 CCOC(=O)N1CCN(S(=O)(=O)c2ccc(C(=O)Nc3sc4c(c3C#N)CCC4)cc2)CC1
#37 COc1ccc(-c2csc(N3CCC(C(N)=O)(N4CCCCC4)CC3)n2)cc1
#38 CCOc1ccccc1C(=O)NCCCCCC(=O)O
#39 CN(C)CCNC(=O)c1ccccc1-c1ccccc1
#40 Cc1c(C(Nc2ccccn2)c2ccc(Cl)cc2)c(=O)n(-c2ccccc2)n1C (stereo not drawn)
Compound	31	32	33	34	35	36	37	38	39	40
NADH enzymes	1%	10%	3%	5%	3%	8%	3%	8%	5%	6%
M1 antag	0.49	1.4	-0.19	0.16	-0.87	0.054	0.18	-0.0048	-0.036	-0.23
M1 ag	0.72	5.6*	-0.3	0.14	-1.7	-0.51	-1.3	0.66	0.47	0.012
Ec RNAP inh	0	4	6	0	9	9	1	6	8	8
Ecoli tolC	-4	10	-9	-7	35	-23	22	-8	-16	-9
TNAP act DEA	0.9	0.9	1	0.8	0.9	0.9	0.9	0.9	1	0.9
RORA act	2	-6	13	12	25	-3	-2	-23	-6	2
SF-1 act	-10	-10	19	-5	26	74*	-9	12	-1	10
Fluor 339 460	1.1	1	1.1	1	1.1	1.2	1.1	1.1	1	1.1

#41 COc1ccc(C2/C(=C(\O)c3cc(C)ccc3C)C(=O)C(=O)N2CCN(C)C)cc1OC (stereo not drawn)
#42 CSCCC(C(=O)O)N1C(=O)c2ccc(C(=O)O)cc2C1=O (stereo not drawn)
#43 Cc1ccc(-n2c(=O)[nH]cc(C(=O)Nc3ccc4c(c3)OCCO4)c2=O)cc1
#44 COCCn1nnnc1C(c1cc2ccc(OC)cc2[nH]c1=O)N1CCN(C2CCCCC2)CC1 (stereo not drawn)
#45 CN1CCN(C(=O)NC2CCCN2S(=O)(=O)c2ccc(Cl)cc2)CC1 (stereo not drawn)
#46 CCN1CCN(C(=O)c2cn(CC)c3ccc(S(=O)(=O)N(C)C)cc3c2=O)CC1
#47 CCCCc1ccc(-c2nc(N)n[nH]2)cc1
#48 CCOC(=O)c1ccc2[nH]c(C)c(CN3CCN(C)CC3)c(=O)c2c1
Compound	41	42	43	44	45	46	47	48
NADH enzymes	3%	1%	1%	7%	1%	2%	6%	2%
M1 antag	x	-0.18	-0.5	-0.57	0.18	-0.24	2	-0.17
M1 ag	x	0.87	0.095	-0.7	0.079	0.71	1.1	-0.29
Ec RNAP inh	3	x	-9	7	9	10	x	10
Ecoli tolC	-5	1	0	-15	-10	-3	1	-5
TNAP act DEA	0.9	0.9	1	0.9	0.9	0.8	0.9	1
RORA act	-16	13	8	-8	1	-26	26	-6
SF-1 act	-2	2	-3	-8	12	-21	45	-14
Fluor 339 460	1.1	1.1	1.1	1.6	1.1	1	1	1.2
